OPRM1-OPRD1 inv – inverse agonists of human mu-delta opioid receptor heterodimerization; inhibition, % at 9.3 µM; P35372+P41143; cell-based MOR-DOR heterodimer luminescence, inverse agonism; 0.21% of 340,000 active; in the data active = inhibition above about 22%, passing the limit was not always enough;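 also: 0% = cells with DMSO and 100% = wells without cells with DMSO; values of inactives mirror those of a sister screen read the other way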
Pemphigus Ab inh – human desmoglein-3 autoantibody binding inhibition | P32926 | DSG3-coupled beads, scFv-anti-DSG3-GFP binding, flow cytometry; hits give low values | 0.48% of 310,000 active | binding (percent of control), % at 10 µM;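 active = binding more than 3 SD below its plate's average and above zero; inconclusive = below that plate limit but binding exactly zero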;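 also: hits lower antibody fragment binding to DSG3; some compounds called inactive have numbers as strong as hits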
Target sequence (P32926 whole entry, looked up, the tested form may be a part): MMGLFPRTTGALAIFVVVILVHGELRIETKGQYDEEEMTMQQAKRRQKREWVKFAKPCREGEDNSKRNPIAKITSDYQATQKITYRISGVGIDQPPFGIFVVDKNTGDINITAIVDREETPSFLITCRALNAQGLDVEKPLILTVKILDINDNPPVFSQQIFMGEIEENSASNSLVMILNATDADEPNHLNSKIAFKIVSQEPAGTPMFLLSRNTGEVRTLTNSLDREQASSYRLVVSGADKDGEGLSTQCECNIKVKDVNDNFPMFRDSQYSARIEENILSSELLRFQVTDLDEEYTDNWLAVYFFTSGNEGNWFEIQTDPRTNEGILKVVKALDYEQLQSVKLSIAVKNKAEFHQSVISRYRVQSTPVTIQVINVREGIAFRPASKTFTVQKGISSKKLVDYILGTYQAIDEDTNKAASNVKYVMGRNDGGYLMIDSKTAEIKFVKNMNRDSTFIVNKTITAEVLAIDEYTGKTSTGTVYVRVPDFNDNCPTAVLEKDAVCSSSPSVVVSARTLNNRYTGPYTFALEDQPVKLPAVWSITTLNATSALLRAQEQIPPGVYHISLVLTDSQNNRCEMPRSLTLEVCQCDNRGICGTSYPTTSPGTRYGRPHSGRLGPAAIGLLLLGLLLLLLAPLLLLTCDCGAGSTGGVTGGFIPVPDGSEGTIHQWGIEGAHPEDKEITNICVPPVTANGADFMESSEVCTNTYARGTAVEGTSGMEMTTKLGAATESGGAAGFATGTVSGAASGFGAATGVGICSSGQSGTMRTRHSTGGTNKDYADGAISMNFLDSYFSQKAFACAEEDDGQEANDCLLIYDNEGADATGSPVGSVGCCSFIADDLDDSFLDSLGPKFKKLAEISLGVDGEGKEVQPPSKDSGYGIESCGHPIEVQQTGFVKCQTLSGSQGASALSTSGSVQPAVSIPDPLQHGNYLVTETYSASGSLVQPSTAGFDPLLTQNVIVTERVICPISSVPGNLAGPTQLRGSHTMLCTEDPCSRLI
Tat transport – E. coli Tat transport inhibition | E. coli MC4100 TorA-mCherry Tat export, fluorescence | inhibition, % at 10 µM | 0.036% of 340,000 active | AID 488895;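 active = mean replicate inhibition at least 50% and at least half of replicates individually reaching 50%; inconclusive = only one of the two criteria met; inactive = neither criterion met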;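 also: exported cargo escapes ClpAP degradation while cytoplasmic cargo is degraded and loses fluorescence; 0% = median of neutral control wells and 100% = median of NaSCN control wells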
PfHsp90 yeast 2 – growth inhibition of yeast expressing Plasmodium Hsp90; S. cerevisiae expressing PfHsp90, BacTiter-Glo ATP, 48 h; yeast lacking PDR1 and PDR3 efflux regulators; inhibition, % at 9.4 µM; AID 504621; 0.32% of 310,000 active;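 active = every replicate shows inhibition above about 80%, whatever the replicate mean, limit read from the data; inconclusive = mean inhibition reaches the set limit but some replicate falls short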;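 also: 0% = DMSO neutral controls and 100% = 20 µM radicicol positive controls; yeast relying on Plasmodium falciparum Hsp90 in place of its own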
Arr AP2 block – inhibitors of human beta-arrestin and AP2 interaction; AID 504490; 0.31% of 340,000 active; inhibition, % at 10 µM; FITC-arrestin peptide / GST-AP2 beads, flow cytometry; AP2 beta2 appendage carries R879A mutation;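 active = inhibition above a set limit, near 3 SD of compounds lacking own fluorescence, cut at about 54% in these data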;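 also: plate controls were DMSO wells for no effect and 5 µM unlabelled arrestin peptide for full effect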
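Material – AP2 appendage R879A on GSH beads · Buffer or medium – PBS with 0.05% Tween 20 and 0.1% BSA · Probe or stimulus – fluorescein-tagged arrestin peptide at 50 nM final · Incubation – compound with beads 12 min RT, then probe 1 h RT · Detection – high-throughput flow cytometry of beads, ex 488, em 535 nm · Evaluation – percent response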
PKA-R1A activ – PKA-R1A complex activation; PKA-R1A dissociation, Cy5-IP20 fluorescence polarization; scaled: DMSO 0%, 113 µM cGMP 100%; activation, % at 11.4 µM; 0.083% of 340,000 active; AID 504707;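 active = percent activation above the mean of all tested compounds plus 3 SD, cut at about 19% in these data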;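 also: higher means more PKAc released from R1A so a rise in polarization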
OPRM1-OPRD1 ag – OPRM1-OPRD1 heterodimerization agonism | cells, luminescence | activation, % at 9.3 µM | 0.3% of 340,000 active; in the data active = activation above about 18%;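 also: 0% = vehicle-treated cells and 100% = reference agonist; values of inactives mirror those of a sister screen read the other way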
Ecoli viability – bacterial growth inhibition, counter-screen for AddAB inhibitors. E. coli V3065 growth, OD600 absorbance, 18 h. inhibition, % at 11.9 µM. 0.27% of 330,000 active. AID 449728;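 active = inhibition above the campaign's mean inhibition across all tested compounds plus 3 SD, cut at about 9.9% in these data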;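 also: uninfected addAB+ strain grown without phage in ampicillin broth; 0% = DMSO wells and 100% = ciprofloxacin 0.95 µg/ml wells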
SUMO Mot1 rescue – blocks SUMOylation pathway, rescuing yeast Mot1-301 growth. 1% of 320,000 active. S. cerevisiae Mot1-301 growth rescue, ATP luminescence, 38.5C; percent above DMSO median, 100 means doubled. growth rescue, % at 18.8 µM. AID 2716;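 active = every valid replicate shows activation above 250% relative to neutral control wells; inactive = the rest, any valid replicate at or below 250%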;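 also: OY570 slx delta 5 strain wells were the positive control but not used for scaling; some compounds called inactive have numbers as strong as hits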
phage Ecoli inh – E. coli growth loss with phage present | 0.26% of 360,000 active | inhibition, % at 11.9 µM | growth absorbance | AID 651602; in the data active = inhibition above about 11%
AddAB inh – less growth of phage-infected E. coli with AddAB | E. coli expressing H. pylori AddAB, absorbance growth | 0.29% of 330,000 active | inhibition, % at 11.9 µM | AID 435030; in the data active = inhibition above about 12%;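 also: 0% = vehicle wells of infected cells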
An asterisk follows results filed as active; i = inactive; ? = inconclusive; nt = no result given. Rows are unselected; overall some 2.8% were active at least once.

SMILES,OPRM1-OPRD1 inv,Pemphigus Ab inh,Tat transport,PfHsp90 yeast 2,Arr AP2 block,PKA-R1A activ,OPRM1-OPRD1 ag,Ecoli viability,SUMO Mot1 rescue,phage Ecoli inh,AddAB inh
CCC(=O)Nc1c(S(=O)(=O)c2ccc(C)cc2)c2nc3ccccc3nc2n1C(C)c1ccccc1 (stereo unspecified),9,nt,3,1,-25,-11,-1.6,1.6,-27,4.8,1.2
CC1(C(=O)OCC(=O)Nc2nnc(-c3ccccc3)o2)CC1(Cl)Cl (stereo unspecified),-4,102,-4,-7,2,1,0.6,-5.7,-13,-6.0,-6.0
O=C(NC1CCN(Cc2ccccc2)CC1)c1ccccc1NS(=O)(=O)c1ccc(F)cc1,8,nt,-6,-17,-6,1,-2.0,1.4,120,2.5,0.5
COc1ccccc1C(=O)Nc1ccccc1C(=O)NCc1ccco1,-5,105,5,11,11,-4,1.0,-0.5,-8,2.4,1.6
O=C(NC(Nc1nc2ccc([N+](=O)[O-])cc2s1)(C(F)(F)F)C(F)(F)F)c1cccnc1,-24,109,-10,11,2,1,3.4,2.0,15,11,3.5
CN(C)C(=O)c1nc2ccc(Cl)cn2c1CNCc1ccccc1OC(F)(F)F,2,105,-3,12,-11,4,-0.4,0.2,-2,2.2,1.6
COc1cccc(C2=CC(c3ccc(OC)c(OC)c3)NC(=S)N2)c1 (stereo unspecified),nt,111,nt,nt,7,nt,nt,-2.2,2,-2.6,0.8
CC(C)C[C@H]1C(=O)N2CCC[C@H]2[C@]2(O)O[C@](NC(=O)C3C=C4c5cccc6[nH]c(Br)c(c56)C[C@H]4N(C)C3)(C(C)C)C(=O)N12 (stereo partly specified),-24,nt,-4,2,2,-8,4.4,0.6,5,2.6,0.0
COCCN(C(=O)Cc1coc2cc(C)c(C)cc12)c1c(N)n(Cc2ccccc2)c(=O)[nH]c1=O,5,107,0,-42,5,9,-0.7,1.8,10,3.1,2.9
CC1CCCC(C)N1C(=O)COC(=O)c1ccc2c(c1)OCO2 (stereo unspecified),0,104,-2,8,8,-2,-0.1,2.1,nt,3.0,4.1
N=c1n(CC(=O)c2ccc(Br)cc2)c2ccccc2n1Cc1ccccc1,-48,111,-1,-14,12,-4,8.2,-0.8,11,2.9,-1.2
COc1ccccc1C(=O)COC(=O)C(NC(=O)Cc1ccccc1)C(C)C (stereo unspecified),14,96,-2,2,5,-2,-3.5,2.4,22,2.8,1.9
Cn1ccnc1SCc1cn2cc(Br)ccc2n1,12,104,5,-23,1,4,-2.2,1.1,255,1.3,-1.9
CCc1cc2c(=O)c(-c3cscn3)coc2cc1O,-1,99,1,10,-5,-12,0.2,-1.6,44,2.1,5.1
COc1ccc(C2=CC(=O)C[C@H](COCc3ccccc3)N(C(=O)OC(C)(C)C)O2)cc1,-3,96,5,4,33,-5,0.7,nt,nt,1.1,nt
Cc1sc2c(c1C)c(=O)n(-c1ccccc1)c(=O)n2CC(=O)NCC1CCCO1 (stereo unspecified),10,98,3,-30,5,1,-1.8,-0.6,14,0.1,-0.7
C/C(=N\NC(=O)Cc1ccccc1)c1ccc(Br)s1,-24,123,7,10,-4,-7,4.9,-1.2,-1,1.6,3.6
CCn1c(CN2CCCCC2)nc2cc(S(=O)(=O)N3CCCCC3)ccc21,13,nt,3,-11,-2,-10,-3.0,-0.5,nt,3.0,0.9
Cc1cccc(NC(=S)N2CCOCC2)c1C,-5,nt,-3,14,-9,3,1.1,-1.7,-8,1.2,2.9
CC1(c2cccc(Br)c2)NC(=O)NC1=O (stereo unspecified),-12,106,10,17,6,4,1.4,-0.4,35,1.8,0.0
CCOC(=O)C1=CN(Cc2cccc(F)c2)S(=O)(=O)N(C)C1c1ccc(C(F)(F)F)cc1 (stereo unspecified),-3,98,1,-20,1,-3,0.6,-0.5,nt,2.3,-0.9
CCOC(=O)c1ccc(N2CCOCC2)c(NC(=O)COCC(=O)O)c1,17,112,-21,11,15,7,-3.4,-1.8,-5,1.0,0.5
Cc1cc(C(=O)CSc2nc(N)cc(N)n2)c(C)n1CCc1ccc(F)cc1,-10,91,-8,-5,-8,-5,1.6,-1.6,-13,2.7,-0.8
CCOc1ncccc1C(=O)OCC(=O)c1c(N)n(C)c(=O)n(C)c1=O,9,nt,4,-9,5,-9,-2.2,-1.0,0,0.1,-0.5

5 structures already listed, arranged by molecular weight, high to low.
SMILES,OPRM1-OPRD1 inv,Pemphigus Ab inh,Tat transport,PfHsp90 yeast 2,Arr AP2 block,PKA-R1A activ,OPRM1-OPRD1 ag,Ecoli viability,SUMO Mot1 rescue,phage Ecoli inh,AddAB inh
CCOC(=O)c1ccc(N2CCOCC2)c(NC(=O)COCC(=O)O)c1,17,112,-21,11,15,7,-3.4,-1.8,-5,1.0,0.5
CCOc1ncccc1C(=O)OCC(=O)c1c(N)n(C)c(=O)n(C)c1=O,9,nt,4,-9,5,-9,-2.2,-1.0,0,0.1,-0.5
C/C(=N\NC(=O)Cc1ccccc1)c1ccc(Br)s1,-24,123,7,10,-4,-7,4.9,-1.2,-1,1.6,3.6
CC1(c2cccc(Br)c2)NC(=O)NC1=O (stereo unspecified),-12,106,10,17,6,4,1.4,-0.4,35,1.8,0.0
Cc1cccc(NC(=S)N2CCOCC2)c1C,-5,nt,-3,14,-9,3,1.1,-1.7,-8,1.2,2.9

Following part
SMILES,OPRM1-OPRD1 inv,Pemphigus Ab inh,Tat transport,PfHsp90 yeast 2,Arr AP2 block,PKA-R1A activ,OPRM1-OPRD1 ag,Ecoli viability,SUMO Mot1 rescue,phage Ecoli inh,AddAB inh
CCOC(=O)c1ccc(NC(=S)N2CCSC2c2ccc(Cl)cc2)cc1 (stereo unspecified),-9,80,-5,-14,21,-7,1.8,1.6,18,2.5,6.5
CC1Oc2ccccc2N(CC(=O)NCc2cccs2)C1=O (stereo unspecified),6,108,-3,nt,nt,5,-1.1,1.9,-2,4.0,-0.3
Cc1ccc(C)c(N2C(=O)c3cc(N4CCOCC4)c([N+](=O)[O-])cc3C2=O)c1,0,98,1,-4,11,-12,0.1,-0.9,nt,2.8,0.9
COc1ccc(N2C(=O)c3ccccc3NC23CCCCC3)cc1,6,98,8,27,-5,-4,-1.1,-0.7,5,3.9,-0.6
Cc1ccc(S(=O)(=O)Nc2ccccc2-c2ccccc2)cc1,-41,101,9,47,9,-4,7.9,0.4,15,2.9,0.2
N#Cc1c(N)nc2c(c1-c1ccncc1)CCCCC2,3,101,?,-8,-6,8,-0.6,-1.7,i,2.0,1.3
N#Cc1c(NC(=O)C(=O)NCCCN2CCOCC2)sc2c1CCCC2,15,101,-5,1,8,-10,-3.0,-2.1,-14,2.7,4.4
COc1cccc(/C=C/C(=O)OCC(=O)NCC2CCCO2)c1OC (stereo unspecified),13,107,-12,-6,4,0,-2.7,1.7,-7,-1.5,2.4
CN1c2cccc3cccc(c23)N(C)C1c1cccs1,-44,100,0,3,2,-3,7.2,-1.7,13,1.6,0.3
CCC(Oc1nc2ccccc2nc1-c1ccccc1NC(C)=O)C(=O)c1ccccc1 (stereo unspecified),-18,93,-15,3,-2,13,3.6,1.6,43,0.6,1.5
Cc1cccc(OCCNc2ccc(C(F)(F)F)cc2[N+](=O)[O-])c1,-12,104,-5,-8,6,-1,2.4,-3.4,120,3.3,2.1
CC1CCN(CC(=O)N2CCCc3c2c(=O)oc2ccc(OCc4ccccc4)cc32)CC1,-160,100,-1,3,7,-2,27*,-0.1,nt,0.0,1.4
CCN(CCCNC(=O)CNC(=O)c1nn(-c2ccc(OC)cc2OC)c(=O)c2ccccc12)c1cccc(C)c1,4,106,3,-13,-18,-6,-0.8,-0.6,-8,1.3,1.4
O=C(Nc1nc2c(s1)CCCC2)Oc1ccccc1,6,97,4,-9,-3,10,-1.1,1.8,-9,2.1,3.4
C#Cc1ccc([C@@H]2C=C(C(=O)NC3CC3)O[C@H](OCCCCO)C2)cc1,14,105,-5,-36,9,0,-2.6,0.0,229,3.1,1.3
Cc1nc2ccccc2c(C(=O)O)c1-c1ccccn1,7,119,1,3,-7,-4,-1.4,nt,nt,1.8,nt
COc1cc(/C=C(/C#N)c2nc3ccccc3[nH]2)ccc1Oc1ncccc1[N+](=O)[O-],-27,99,-5,-19,24,6,4.5,1.2,22,-1.7,1.1
COC(=O)/C=C1\NCCSC1=O,10,111,-11,nt,24,7,-2.1,0.8,3,1.0,1.9
Cc1cccc(NCc2cc(Cl)ccc2O)n1,-13,106,3,11,-5,-11,2.2,1.4,-9,5.5,1.4
CC(CNC(=O)COc1ccccc1)OC(=O)Nc1ccc(Cl)c(Cl)c1 (stereo unspecified),-7,108,8,5,8,-6,1.4,2.6,5,3.6,2.5
COCCN1C(=O)N[C@@H](c2cccs2)C(C(=O)OC)=C1C,9,101,-9,-3,27,0,-1.6,0.7,-2,2.6,1.1

Screening results as filed in PubChem.
